Compound activity as filed in PubChem.
CAL PDZ FP-1 = CAL PDZ (human) peptide binding inhibition. Q9HD26. purified CAL PDZ, TMR-peptide fluorescence polarization, 1 h. inhibition, % at 24.9 µM. 300,000 compounds, 0.92% hits. AID 602252;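 active means mean inhibition of at least 30% with at least half of replicates also reaching 30%; inconclusive means no clear call, values can overlap the other calls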;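 further: 0% = DMSO neutral control and 100% = excess unlabeled competitor peptide PRC23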
Rtt109 Vps75 = C. albicans Rtt109 histone acetyltransferase inhibition | Q5AAJ8 | purified Rtt109/Vps75, ThioGlo CoA-SH fluorescence, 4 h | inhibition, % at 34.9 µM | 330,000 compounds, 0.16% hits | AID 540336;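 active means inhibition of at least 50% in every replicate; inconclusive means best replicate reaches 50% inhibition but some replicates fall short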
Target sequence (Q5AAJ8 whole entry, looked up): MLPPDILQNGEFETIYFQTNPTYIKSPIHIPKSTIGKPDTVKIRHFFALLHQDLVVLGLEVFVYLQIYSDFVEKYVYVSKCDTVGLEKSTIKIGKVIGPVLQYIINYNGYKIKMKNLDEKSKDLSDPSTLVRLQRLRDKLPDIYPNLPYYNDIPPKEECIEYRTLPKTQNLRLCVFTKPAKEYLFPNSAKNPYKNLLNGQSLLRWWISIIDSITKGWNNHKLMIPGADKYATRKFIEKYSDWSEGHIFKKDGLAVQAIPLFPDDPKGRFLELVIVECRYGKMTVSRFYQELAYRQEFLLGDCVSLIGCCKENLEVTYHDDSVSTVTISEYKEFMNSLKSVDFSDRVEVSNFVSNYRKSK
CDK5 p35 inh = blocks human CDK5/p35 kinase activity; Q00535+Q15078; Recombinant CDK5/p35, ADP-Glo luminescence, 60 min; inhibition, % at 10 µM; 330,000 compounds, 0.01% hits; AID 488839;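 active means highest replicate inhibition of at least 50% and at least 75% of replicates reaching 50%; inconclusive means only one of the two criteria met; inactive means both criteria failed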;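 further: plate controls were DMSO neutral control for no effect and GW8510 at 10 µM for full effect; many of its hits are not listed in these tables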
Target sequence (Q00535 whole entry, looked up): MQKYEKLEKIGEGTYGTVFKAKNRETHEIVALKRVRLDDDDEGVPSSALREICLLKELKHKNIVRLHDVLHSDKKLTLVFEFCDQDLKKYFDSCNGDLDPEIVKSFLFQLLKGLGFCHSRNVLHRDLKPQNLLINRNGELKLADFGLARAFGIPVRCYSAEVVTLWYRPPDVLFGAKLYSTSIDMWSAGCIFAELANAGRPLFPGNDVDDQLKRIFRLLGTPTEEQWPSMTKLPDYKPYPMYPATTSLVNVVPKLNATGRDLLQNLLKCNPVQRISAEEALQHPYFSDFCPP
Target sequence (Q15078 whole entry, looked up): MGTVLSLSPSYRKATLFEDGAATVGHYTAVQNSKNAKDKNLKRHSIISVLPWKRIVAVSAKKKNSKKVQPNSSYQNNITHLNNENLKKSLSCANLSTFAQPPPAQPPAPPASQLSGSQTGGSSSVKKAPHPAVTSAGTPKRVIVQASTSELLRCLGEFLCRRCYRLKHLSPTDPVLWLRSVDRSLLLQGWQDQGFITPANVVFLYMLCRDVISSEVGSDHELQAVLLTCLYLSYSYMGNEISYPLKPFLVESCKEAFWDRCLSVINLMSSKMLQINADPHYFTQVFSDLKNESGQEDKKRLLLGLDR
dFosB activator = enhances mouse delta FosB homodimer DNA binding; purified delta FosB, TAMRA-CDK5 oligo fluorescence polarization; percent of positive-control signal above neutral wells; AID 493131; activation, % at 25 µM; 340,000 compounds, 0.99% hits; P13346;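 active means mean activation above about 17%, with every replicate also reaching it, limit read from the data, passing the limit was not always enough; inconclusive means only one of the two conditions met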;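 further: fluorescence polarization rise as delta FosB binds a TAMRA Cdk5 AP-1 oligo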
Wnt bcat act = activators of Wnt/beta-catenin signaling | Wnt/beta-catenin reporter cell assay, activator, plate reader | activation, % at 9.35 µM | 300,000 compounds, 1.2% hits; in the data active means activation above about 30%, passing the limit was not always enough; inconclusive means no clear call, values can overlap the other calls;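 further: 0% = neutral control wells and 100% = positive control wells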
Tat transport = blocks Tat-dependent protein export in E. coli. 340,000 compounds, 0.036% hits. E. coli MC4100 TorA-mCherry Tat export, fluorescence. AID 488895. inhibition, % at 10 µM;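 active means mean replicate inhibition at least 50% and at least half of replicates individually reaching 50%; inconclusive means only one of the two criteria met; inactive means neither criterion met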;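 further: exported cargo escapes ClpAP degradation while cytoplasmic cargo is degraded and loses fluorescence; 0% = median of neutral control wells and 100% = median of NaSCN control wells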
V-ATPase pH = alters yeast V-ATPase proton transport | response, % at 10 µM | S. cerevisiae, pHLuorin cytosolic pH fluorescence | 350,000 compounds, 0.37% hits; in the data active means response mostly above about 7.3%, no sharp cut-off; inactive means mostly below about 5.4%; further: actives read high; inactives centre near 0; some compounds called inactive have numbers as strong as hits
RTF Ca sens act = cardiac RTF calcium sensitization | P19429+P45379 | IANBD-labeled TnC RTF fluorescence at EC20 calcium; 0% EC20 calcium, 100% full calcium | activation, % at 7.2 µM | 340,000 compounds, 0.24% hits;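 active means activation above the mean over all tested compounds plus 3 SD, cut at about 30% in these data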;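 further: rise in fluorescence read as greater calcium sensitivity of cardiac thin filaments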
CAL PDZ FP-2 = human CAL PDZ-peptide interaction inhibition. Q9HD26. purified CAL PDZ, TMR-peptide fluorescence polarization, 1 h. inhibition, % at 20 µM. 330,000 compounds, 0.02% hits. AID 504414;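 active means highest replicate inhibition of at least 40%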;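 further: plate controls were DMSO neutral control wells for no effect and unlabeled competitor peptide control wells for full effect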
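Material: tagged CAL PDZ protein CerCALP, purified; buffer or medium: sodium phosphate/NaCl buffer pH 7.4 with TCEP, IgG, Thesit; also added: fluorescent TMR peptide probe; schedule: 1 h incubation at room temperature before polarization reading; technique: fluorescence polarization from S- and P-plane intensities, G-factor corrected; control set: unlabelled peptide and DMSO controls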
MITF act = activators of MITF-driven TRPM1 promoter activity in SK-MEL-5 cells; SK-MEL-5 TRPM1-promoter luciferase, 24 h; % of positive control, neutral wells = 0; activation, % at 12.5 µM; 300,000 compounds, 0.75% hits;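 active means mean activation of at least 80% with every replicate also reaching 80%; inconclusive means mean reaches 80% but some replicate falls short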;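 further: 0% = neutral control wells and 100% = parthenolide positive control wells; values of inactives mirror those of a sister screen read the other way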
Starred values were filed as active, the others as inactive; ? = inconclusive; · = not tested or not shown.

SMILES	CAL PDZ FP-1	Rtt109 Vps75	CDK5 p35 inh	dFosB activator	Wnt bcat act	Tat transport	V-ATPase pH	RTF Ca sens act	CAL PDZ FP-2	MITF act
COc1ccc([N+](=O)[O-])cc1N(CC(=O)Nc1ccccc1C(=O)NC(C)C)S(C)(=O)=O	-5	-4	1.1	0	3	1	2	-2	-0.8	3
Cn1nc(Oc2ncc(C(F)(F)F)cc2Cl)cc1C(F)(F)F	2	1	-0.3	-2	-1	2	-1	2	0.0	-2
NC1=NN(c2ccccc2)C(=O)C1	-5	-19	-1.1	-11	-5	-6	2	-1	-0.6	2
COCCN(C(=O)COC(=O)c1cccnc1SC)c1c(N)n(Cc2ccccc2)c(=O)[nH]c1=O	-2	0	-3.7	-6	0	2	1	4	-0.2	4
CCCNC(=O)NCCc1ccncc1	0	-14	0.2	-2	-6	1	5	-5	-0.2	-4
NC(=O)C1(N2CCCCC2)CCN(CC(=O)Nc2cc(Cl)ccc2Cl)CC1	-10	-7	-0.2	-5	-2	-3	0	4	0.4	-3
C#CCOCCOCCOCCNc1nc(N2CCN(C(=O)[C@H]([C@@H](C)CC)n3cc([C@@H](N)CC(C)C)nn3)CC2)nc(N2CCN(C(=O)[C@H](CCCCN)n3cc([C@@H](N)CO)nn3)CC2)n1	-1	?	-0.6	7	·	20	-2	-8	0.9	25
Cc1ccc(S(=O)(=O)NCCC(=O)Nc2cccc(Cl)c2)cc1	-6	5	0.1	-9	·	1	0	-2	-1.3	-6
Cc1coc2cc3oc(=O)cc(C)c3cc12	0	0	1.2	-3	-1	1	-5	-3	0.4	40
O=C(NC1CCCCCC1)c1ccc(Br)o1	-5	-13	-1.8	-7	0	0	-1	1	-2.7	27
O=C(/C=C/c1ccc(O)c(O)c1)OCCc1ccccc1	0	20	-1.2	-2	9	8	10	-3	-1.6	80
O=C(CN1CCN(S(=O)(=O)c2cc(Br)ccc2Br)CC1)NCc1ccccc1Cl	-1	22	0.5	-5	2	4	0	-4	-1.5	-6
Cc1c(NC(=O)C(C)N2CC(C)OC(C)C2)c(=O)n(-c2ccccc2)n1C (stereo unspecified)	2	0	-0.1	-7	1	1	0	3	-0.9	·
O=C(COc1ccc2ccccc2c1)Nc1ccc2c3c(cccc13)CC2	16	·	0.9	2	4	-3	4	-3	-3.8	-17
COC(=O)COc1cc(Br)c(/C=C2/SC(=O)N(CC(=O)N3CCCC3)C2=O)cc1OC	9	2	1.3	-12	-4	3	3	0	-0.5	1
Cn1c(SCC2CCCO2)nnc1-c1cccc([N+](=O)[O-])c1 (stereo unspecified)	-5	-2	-0.4	-6	-2	2	-6	11	-0.9	10
O=C(NCc1cccnc1)c1ccc(NC(=O)c2ccc(Br)cc2)cc1	6	3	-1.3	6	0	9	2	1	0.3	3
CCOC(=O)C1CCN(C(=O)c2ccc(N(C)S(=O)(=O)c3ccc(OC)cc3)cc2)CC1	4	-5	-1.2	-7	-13	5	0	-1	-0.2	0
Cc1nonc1CC(=O)N1CCc2c([nH]c3ccccc23)C1c1ccccc1F (stereo unspecified)	-1	-1	0.5	-5	-1	0	3	-3	-0.2	-8
CCOc1ccc(Cn2c(=O)oc3ccc(C)cc32)cc1OC	3	-5	-0.6	-4	-3	1	-3	-9	0.1	-7

Whole records as entered above.
O=C(NCc1cccnc1)c1ccc(NC(=O)c2ccc(Br)cc2)cc1 as listed: CAL PDZ FP-1: 6; Rtt109 Vps75: 3; CDK5 p35 inh: -1.3; dFosB activator: 6; Wnt bcat act: 0; Tat transport: 9; V-ATPase pH: 2; RTF Ca sens act: 1; CAL PDZ FP-2: 0.3; MITF act: 3
Cn1nc(Oc2ncc(C(F)(F)F)cc2Cl)cc1C(F)(F)F as listed: CAL PDZ FP-1: 2; Rtt109 Vps75: 1; CDK5 p35 inh: -0.3; dFosB activator: -2; Wnt bcat act: -1; Tat transport: 2; V-ATPase pH: -1; RTF Ca sens act: 2; CAL PDZ FP-2: 0.0; MITF act: -2

The list goes on:
SMILES	CAL PDZ FP-1	Rtt109 Vps75	CDK5 p35 inh	dFosB activator	Wnt bcat act	Tat transport	V-ATPase pH	RTF Ca sens act	CAL PDZ FP-2	MITF act
COC(=O)CSc1nnc(-c2ccccc2OC)n1-c1ccc(C)cc1	-4	2	3.1	-6	1	-4	2	-3	0.1	-8
COc1cc(CNc2ccc3[nH]c(=O)[nH]c3c2)ccc1OCc1ccc(F)cc1	-2	-5	2.0	6	-1	-1	-4	1	0.4	·
CC(=O)Oc1ccc(N2C(=O)C3C4C=CC(O4)C3C2=O)cc1 (stereo unspecified)	4	-7	0.0	5	·	5	-2	-4	0.5	-7
CCOc1ccc(NC(=O)CN(C)C(=O)c2cccc(S(=O)(=O)N3CCN(C)CC3)c2)cc1OCC	1	-7	0.0	-5	4	-9	4	1	-0.3	4
CC(NC(=O)CN1CCOCC1)c1ccc(F)cc1 (stereo unspecified)	0	8	-0.6	3	-2	-5	-1	-3	-1.3	-4
Cc1c(NC(=O)C(C)Sc2ncnc3ccccc23)c(=O)n(-c2ccccc2)n1C (stereo unspecified)	·	-3	-0.3	-12	0	-5	1	4	-1.0	-1
CC1=CC(c2ccc(Cl)cc2)n2nc(NC(=O)CCCC(=O)O)nc2N1 (stereo unspecified)	-2	9	-1.0	-4	-1	-3	-1	-3	-2.9	1
CCN(CC)S(=O)(=O)c1ccc(-n2cnc3cc(C)c(C)cc32)nc1	-3	6	0.3	-2	-5	-3	2	-2	-0.7	10
COc1ccc(C(=O)CSc2cc(C)[nH]c(=O)n2)cc1	-4	10	0.3	-6	29	5	1	0	-2.5	20
O=C(Nc1ccc(CCC(=O)N2CCCC2)cc1)c1ncn[nH]1	-11	-1	-0.7	1	19	-6	-1	1	·	0
COc1cccc(NC(=O)[C@H](C)NC(=O)N2CCn3c2nc2ccccc23)c1	-2	1	1.7	1	-1	-2	-3	5	-3.4	-5
C/C(=N/NS(=O)(=O)c1ccc(C)cc1)c1cccc(NC(=O)c2cccc(Cl)c2)c1	-3	13	-0.7	-4	-2	16	0	-4	-1.1	·
O=C(c1cccc(C(F)(F)F)c1)c1c[nH]c(C(=O)NCC2CCCO2)c1 (stereo unspecified)	-5	16	0.6	-10	-1	3	-4	-2	-1.0	0
Nc1ccn(-c2ccc(Cl)cc2)c(=O)c1	-4	27	-0.6	6	·	-4	4	2	-0.5	3
CC(=O)OCCNc1nc(-c2ccccc2)nc2ccccc12	-4	7	0.2	-9	-3	-5	-2	9	-1.3	-8
CCOc1cc(-c2nc(C)c(C(C)=O)n2O)ccc1OCC(=O)Nc1cccc(C)c1	5	11	1.0	-5	-2	-20	1	0	-0.8	1
O=C1c2ccccc2[C@@H]2CC(O)C(O)CCN12 (stereo partly specified)	-5	-4	-0.4	7	0	-3	2	-3	-0.5	4
O=C(Nc1ccc(C(F)(F)F)cn1)Nc1cccs1	0	-8	0.7	-4	24	-3	-4	1	-0.4	5
COCc1c(C(=O)N/N=C/c2ccncc2)nnn1-c1nonc1N	-5	-8	0.8	0	-1	4	3	-2	-0.5	-8
C/C(=N\NC(=O)CCc1ccc(S(=O)(=O)N2CCOCC2)cc1)c1ccc(OC(F)F)cc1	-2	-4	-0.1	-6	-3	-1	5	-4	-2.3	13

Limited to CAL PDZ FP-1 (four entries from above):
molecule | CAL PDZ FP-1
C/C(=N/NS(=O)(=O)c1ccc(C)cc1)c1cccc(NC(=O)c2cccc(Cl)c2)c1 | -3
COc1cc(CNc2ccc3[nH]c(=O)[nH]c3c2)ccc1OCc1ccc(F)cc1 | -2
COc1cccc(NC(=O)[C@H](C)NC(=O)N2CCn3c2nc2ccccc23)c1 | -2
COC(=O)CSc1nnc(-c2ccccc2OC)n1-c1ccc(C)cc1 | -4

The list continues.
SMILES	CAL PDZ FP-1	Rtt109 Vps75	CDK5 p35 inh	dFosB activator	Wnt bcat act	Tat transport	V-ATPase pH	RTF Ca sens act	CAL PDZ FP-2	MITF act
Cn1ncc([N+](=O)[O-])c1C(=O)n1nnc2ccccc21	-2	-4	0.0	3	-1	-10	-2	3	-0.3	4
Cc1ccc(C)c(NC(=O)Cn2nnc(C(=O)Nc3c(C)cccc3C)c2N)c1	-1	0	0.4	-9	-1	-1	-1	-2	-2.4	-2
COc1ccc2c(c1)c(C(C)=O)c(C)n2CCc1ccccc1	-3	-1	-0.8	-6	0	1	-3	-4	-0.6	-14
CC(=O)N1CCc2cc(N=NC3=C(O)CC(C)(C)CC3=O)ccc21	-3	28	2.8	-10	-1	-7	-2	9	-7.3	48
O=C(CCCOc1ccccc1)N1CCN(c2ccccn2)CC1	-3	0	-0.4	-1	·	3	-4	6	-1.3	29
CC1CN(C=O)CC(C)N1CCN1C(C)CN(C=O)CC1C (stereo unspecified)	6	0	2.5	1	-4	-3	-3	-7	0.0	-1
COc1ccc(C2=NS(=O)(=O)N(C)C(C(=O)N3CCC(C)CC3)=C2)cc1	·	3	0.2	-4	-2	1	-2	9	-0.9	·
C[C@]1(CO)CCC[C@@]2(C)C1CC[C@@H](CO)[C@@H]2CCc1ccoc1 (stereo partly specified)	-7	13	0.3	-3	4	6	2	-7	-0.2	6
O=C1CCCc2oc3ccc(NS(=O)(=O)c4cccc5cccnc45)cc3c21	-19	5	-0.3	-10	-8	-1	2	2	-1.8	-17
CC1CCCCN1C(=O)CSc1nc2ccccc2[nH]1 (stereo unspecified)	-4	-6	0.3	12	·	1	-2	0	·	20
Cc1ccc(S(=O)(=O)N(C)C)cc1NC(=O)c1cc(-c2ccncc2)nc2ccccc12	2	-5	-3.8	-27	-6	3	-7	1	-2.1	-10
Cc1cccc(CCNC(=O)CCNS(=O)(=O)c2cc(Br)cnc2N)c1	-4	2	0.7	-18	-3	-1	-2	-6	-3.3	5
Cc1ccn(CC(=O)NC2CCCN(Cc3ccc(CC(C)C)cc3)C2)n1 (stereo unspecified)	-1	4	0.1	-6	1	10	4	-1	0.8	-10
CCOc1cc(/C=N/NC(=O)c2ccc3c(c2)OCCO3)cc(Br)c1O	-1	21	-3.0	1	6	5	-4	-4	-1.7	9
Nc1nc(-c2ccc(NC(=O)c3ccco3)cc2)cs1	-3	4	2.3	-11	42*	3	1	-1	0.3	-6
